# RNase H inhibition = RNase H inhibition, HIV 1 Gag Pol polyprotein, FRET biochemical assay, screening (AID 372). HIV-1 RT RNase H, FRET RNA/DNA substrate fluorescence; higher % means a stronger effect. inhibition, % at 10 µM, or IC50 in µM where a hit was titrated. 100,000 compounds, 0.77% hits; in the data active = inhibition above about 50%
# Active calls of the source: *; & = joins results of further samples. Some of the compounds tested, so the mix of outcomes need not match the whole.
# Start of the data: the first 5 compounds as a preview:
SMILES,RNase H inhibition
CCCOC(=O)c1c(NC(=O)CCCC(=O)O)sc2c1CCC(C)C2 (centres undefined),0%
OCCNCCCCOc1ccc(Br)cc1,6%
COc1cccc(/C=N/NC(=O)CSc2nc3ccccc3n2C)c1OC,18%
C(=N\N1CCN(c2ccccc2)CC1)/c1ccc(-c2ccccc2)cc1,5%
COc1ccc(-c2cc(-c3ccccc3)nc(N/N=C/c3ccccc3O)n2)cc1,1%

# This part in full, previewed entries included:
SMILES,RNase H inhibition
CCCOC(=O)c1c(NC(=O)CCCC(=O)O)sc2c1CCC(C)C2 (centres undefined),0%
OCCNCCCCOc1ccc(Br)cc1,6%
COc1cccc(/C=N/NC(=O)CSc2nc3ccccc3n2C)c1OC,18%
C(=N\N1CCN(c2ccccc2)CC1)/c1ccc(-c2ccccc2)cc1,5%
COc1ccc(-c2cc(-c3ccccc3)nc(N/N=C/c3ccccc3O)n2)cc1,1%
Cc1cccc(-n2c(C)cc(/C=N/n3cnnc3)c2C)c1,13%
N#Cc1cnn(-c2ccc3ccccc3c2)c1N,5%
CCOc1cc(/C=N/Nc2nc(N3CCOCC3)nc(N3CCOCC3)n2)ccc1OCc1ccccc1,17%
Cc1ccccc1C(=O)Nc1sc2c(c1C(=O)O)CCC2,7%
Cc1cc(=O)[nH]c(SCC(=O)c2ccc(Br)cc2)c1C#N,12%
Cc1cc(OCC(O)CN(C)S(=O)(=O)O)ccc1Cl (centres undefined),7%
C=CCOCCN(C)C1=NS(=O)(=O)c2cc([N+](=O)[O-])ccc21,0%
CC1=C(C(=O)OC2CCCC2)C(c2cccc(F)c2)C2=C(CCCC2=O)N1 (centres undefined),10%
Cc1cc(C)nc(NS(=O)(=O)c2ccc(NC(=O)COc3ccc4ccccc4c3)cc2)n1,0%
C=CCOc1c(Cl)cc(/C=C2/C(=O)NN(c3ccc(Br)cc3)C2=O)cc1OC,9%
Cc1ccc2ccc3cccc(S(=O)(=O)O)c3c2n1,6%
COc1cc(Br)c(Br)c(C=Nc2cc(-c3nc4cc(Cl)ccc4o3)ccc2C)c1O,10%
CC(=O)Nc1ccc(S(=O)(=O)Nc2cccc(Cl)c2Cl)cc1,3%
c1ccc(Oc2ccc(-c3nc(-c4ccccc4)[nH]c3-c3ccc(Oc4ccccc4)cc3)cc2)cc1,7%
Cc1ccc(-c2cc(-c3ccccc3)nc(N/N=C/c3cc(Cl)cc(Cl)c3O)n2)cc1,33%
CCCOC(=O)C1=C(C)NC2=C(C(=O)CC(c3ccc(Cl)cc3)C2)C1c1ccc2c(c1)OCO2 (centres undefined),2%
Cc1cc(=O)[nH]c(SCC(=O)c2ccc(Br)cc2)n1,9%&4%
Cc1ccc(-n2nc3cc(C)c(NC(=O)c4ccc(Br)cc4)cc3n2)cc1,12%
COc1ccc(CCNC(=O)CN(c2ccc(Cl)cc2C)S(=O)(=O)c2ccc(C)cc2)cc1,17%
COCCNC(=S)Nc1ccc2nc3c4ccccc4c4ccccc4c3nc2c1,14%

# Continuation.
SMILES,RNase H inhibition
CCCCOC(=O)c1ccc(N2C(=O)C3C4c5ccccc5C(c5ccccc54)C3C2=O)cc1 (centres undefined),18%
CCOC(=O)c1sc(NC(=O)/C=C/c2cccc([N+](=O)[O-])c2)nc1C,6%
Cc1cc(C)n(-c2ccccc2O)n1,0%
O=C(c1ccccc1)N1CCCC2CCCC21 (centres undefined),0%
O=[N+]([O-])c1ccc(/C=N/c2nc3c(s2)CCCC3)cc1,20%
Oc1ccc(Br)cc1/C=N/c1nc2ccccc2s1,15%
O=C(O)C1C2CCC(O2)C1C(=O)NCc1cccs1 (centres undefined),2%
Cc1cccc(NC(=O)Nc2ccc(Cl)c(Cl)c2)n1,2%
CCOc1cc(CNc2ccc3cn[nH]c3c2)ccc1OC,10%
CCOc1cc(/C=C2\SC(=S)N(C)C2=O)ccc1OCCOc1cc(C)ccc1C,18%
CC(=O)Nc1c(C)ccc2nsnc12,11%
CCCCCCOC(=O)c1ccc(N/C=C(\C#N)c2nc(-c3ccc(OC)cc3)cs2)cc1,12%
O=C(N/N=C\c1cccc(O)c1)C(=O)N/N=C/c1cccc(O)c1,4%
CCCOc1ccc(N2C(=O)CC(S/C(N)=N/N=C(\C)c3ccc(F)cc3)C2=O)cc1 (centres undefined),2%
Cc1ccc2c(c1)N(C(=O)CCC1CCCCC1)C(C)(C)c1ssc(=S)c1-2,12%
CCOC(=O)C1=C(C)NC2=C(C(=O)CCC2)C1c1cccnc1 (centres undefined),9%
Cc1[nH]n(-c2ccc(Cl)cc2)c(=O)c1C=Nc1ccc(S(=O)(=O)N2CCOCC2)cc1,25%
CCC(=O)Nc1cc(C(F)(F)F)cc(C(F)(F)F)c1,8%
COc1cccc(N2C(=O)NC(=O)/C(=C/c3cc(Br)c(O)c(OC)c3)C2=O)c1,21%
Cc1n[nH]c(C)c1Sc1ccccc1N=Cc1ccc2ccccc2c1,37%
Cc1ccc(C(=O)NC(=S)Nc2cccc(NC(=O)c3ccccc3)c2)cc1C,15%
CCOC(=O)c1ccc(NC(=O)CN(c2ccc(C(C)C)cc2)S(C)(=O)=O)cc1,28%
COc1ccc(NC(=O)/C(C#N)=C\c2cc(C)n(-c3ccc(I)cc3)c2C)cc1,23%
Cc1ccc(C(=O)Oc2ccc(Cl)cc2C)cc1,2%
CCCSc1nnc2c(n1)OC(c1ccc([N+](=O)[O-])cc1)Nc1ccccc1-2 (centres undefined),2%

# Following part:
SMILES,RNase H inhibition
C=CCc1cccc(/C=N/NC(=O)C(Oc2ccccc2)Oc2ccccc2)c1O,13%
CCOC(=O)C1=C(N)Oc2cc(O)ccc2C1c1ccc([N+](=O)[O-])cc1 (centres undefined),11%
CCOc1ccccc1NC(=O)c1ccc(Cl)cc1Cl,0%
Cc1ccc(-c2[nH]n3c(=O)c4c(nc3c2C)CCS4)cc1,6%
O=C(Nc1ccccc1)Nc1ncccn1,15%
O=C(Nc1ccc2oc(-c3ccccc3Cl)nc2c1)c1cccc(Cl)c1Cl,17%
CC1CCN(S(=O)(=O)c2ccc(S(N)(=O)=O)cc2)CC1,7%
COc1ccc(-c2nnc(NC(=O)c3cccc4ccccc34)s2)cc1,11%
COc1ccccc1/C=N/NC(=O)CSc1nc(C)cc(C)n1,14%
Cc1sc2nc(SCc3ccc(C(=O)NCCO)cc3)[nH]c(=O)c2c1C,21%
Cc1ccc(S(=O)(=O)Nc2cc(C)c(O)c(C)c2S(=O)(=O)c2ccc(C)cc2)cc1,22%
COc1cc(/C=C2/C(=O)N(c3ccccc3)N=C2C)ccc1OC(=O)c1cccs1,13%
COc1ccc(N(CC(=O)N2CCc3ccccc3C2)S(C)(=O)=O)c(OC)c1,7%
CCOc1ccc(C(=O)Nc2ccc3oc(-c4ccccc4)nc3c2)cc1,1%
CN1CCN(NC(=O)CN2C(=O)/C(=C/c3ccccc3Cl)SC2=S)CC1,9%
O=C(Oc1ccc(-c2cccc(-c3ccc(OC(=O)c4ccc(Br)cc4)cc3)n2)cc1)c1ccc(Br)cc1,9%
CCCCOc1ccccc1/C=C1/SC(N2CCN(c3ccccc3C)CC2)=NC1=O,13%
Cc1ccccc1-c1nc2cc(Cl)ccc2o1,1%
CC(C)(C)CC(C)(C)NC(=O)CSc1nnc(N)s1,3%
NC(=O)c1ccc(NC(=O)Cc2ccc(Cl)cc2)cc1,4%
N/C(=N\OC(=O)c1ccc(Br)cc1)c1ccncc1,11%
Clc1ccc(C2=NN(c3ccc(Cl)c(Cl)c3)C(c3cccs3)C2)cc1 (centres undefined),21%
O=C1NC(=O)N(c2cccc(Br)c2)C(=O)/C1=C/c1cccs1,17%
COc1ccc(C(=O)/C=C/c2cc(OC)c(OC)cc2OC)c(OC)c1,1%
O=C(O)C1C2CCC(C2)C1C(=O)Nc1nc(-c2ccc(F)cc2F)cs1 (centres undefined),2%

# Four of the compounds above, as labelled records:
O=C(Oc1ccc(-c2cccc(-c3ccc(OC(=O)c4ccc(Br)cc4)cc3)n2)cc1)c1ccc(Br)cc1
  RNase H inhibition: 9%
CCCCOc1ccccc1/C=C1/SC(N2CCN(c3ccccc3C)CC2)=NC1=O
  RNase H inhibition: 13%
Cc1ccccc1-c1nc2cc(Cl)ccc2o1
  RNase H inhibition: 1%
CC(C)(C)CC(C)(C)NC(=O)CSc1nnc(N)s1
  RNase H inhibition: 3%

# More compounds follow.
SMILES,RNase H inhibition
COC(=O)c1c(NC(=O)c2ccc(F)cc2)sc(Cc2ccccc2)c1C,22%
COC(=O)c1cccc(-n2c(C)cc(/C=C3\SC(NC(C)=O)=NC3=O)c2C)c1,28%
COc1ccc(Cc2cnc(NC(=O)c3ccccc3[N+](=O)[O-])s2)cc1,6%
CCOC(=O)C1=C(C)N=c2s/c(=C\c3cc(C)n(-c4ccc(I)c(C)c4)c3C)c(=O)n2C1c1ccc(C)cc1 (centres undefined),16%
CC(=O)Nc1ccc(NC(=S)NC(NC(=O)c2ccc(C)cc2)C(Cl)(Cl)Cl)cc1 (centres undefined),21%
COC(=O)c1cc(C(=O)N(Cc2ccccc2)c2ccccn2)cc([N+](=O)[O-])c1,4%
Cc1cc(C)cc(NC(=O)COc2ccc(C(C)C)cc2)c1,13%
COc1ccc(C(=O)N2CCN(Cc3ccc(C)cc3C)CC2)cc1,3%
CC(=O)/C(C1=C(C(C)(C)C)C(=O)C(=O)C(C(C)(C)C)=C1)=C(/C)O,14%
Cc1c(N(C(=O)c2ccc(F)cc2)C(C)C)c(=O)n(-c2ccccc2)n1C,4%
Brc1ccc(Nc2nc(-c3ccc4ccccc4c3)cs2)cc1,5%
O=C(CSc1nnc(-c2ccco2)o1)Nc1ccc(F)cc1,0%
Cc1ccc(/C=C(/C#N)c2nc(-c3ccc(Cl)c(Cl)c3)cs2)o1,13%
Cc1ccc(NC(=O)CSCc2ccc(Cl)cc2)cc1C,18%
C=CCSc1nc(O)c(C(c2ccccc2)c2ccccc2)c(=O)[nH]1,8%&0%
N#CC1=C(N)Oc2cc(N)ccc2C1c1cc(Br)cs1 (centres undefined),9%
Cc1ccc(C2CC(C(F)(F)F)n3nc(C(=O)N4CCN(C)CC4)c(Cl)c3N2)cc1 (centres undefined),9%
O=C(/C=C/c1ccccc1[N+](=O)[O-])c1ccc(Cl)cc1,5%
CC(=O)Oc1ccc(C)cc1N1C(=O)c2ccc(C(=O)O)cc2C1=O,26%
CCOc1ccc(N2C(=O)NC(=O)/C(=C/c3cc(Br)c(OCC)c(OC)c3)C2=O)cc1,5%
O=C(/C=C/c1ccco1)/C=C/c1ccc(-c2ccc(Cl)c(Cl)c2)o1,52%*
O=S(=O)(c1ccc(Cl)c(Cl)c1Cl)N1CCN(c2ccccc2)CC1,17%
Oc1[nH]c2ccccc2c1C=NCc1ccccc1Cl,14%
CCOC(=O)C1=C(C)NC2=C(C(=O)CCC2)C1c1ccc(N(CC)CC)cc1 (centres undefined),12%
CC(C)(C)c1cc(/C=N/NC(=O)CN2CCCCCC2)cc(C(C)(C)C)c1O,14%

# (continued)
SMILES,RNase H inhibition
Cc1cccc(/C=N/NC(=O)c2ccccc2)c1,0%
CCCN(CC1CC1)C(=O)C1CCN(Cc2cccc3ccccc23)CC1,27%
Fc1c(F)c(C(F)(F)F)c(F)c(C(F)(F)F)c1N1CCOCC1,13%
COc1ccc(NC(=O)COc2cc(C)c(Cl)c(C)c2)cc1OC,14%
CCn1c2ccccc2c2cc(/C=N/NC(=O)c3cccc([N+](=O)[O-])c3)ccc21,26%
CC(=O)Oc1c(-c2ccccc2)c2nc3ccccc3nc2c2ccccc12,0%
Cc1ccccc1/C=C(/C#N)C(=O)NCc1ccccc1,11%
O=C(NC(=S)NCc1ccco1)c1ccc([N+](=O)[O-])cc1,14%
O=S(=O)(c1ccc(Br)cc1Br)N1CCOCC1,7%
O=C1N=C(N2CCN(c3ccccc3[N+](=O)[O-])CC2)S/C1=C/c1ccc(Cl)cc1,2%
CCOc1ccc(C(=O)Nc2cccc(NC(=O)c3ccccc3Cl)c2)cc1,8%
CCOc1c(Br)cc(/C=C2/C(=O)N(c3ccc(C(=O)O)cc3)N=C2C)cc1OC,6%
COCCN1C(=O)/C(=C\c2ccc(-c3ccc(Cl)c(Cl)c3)o2)SC1=S,20%
CCOc1ccc(Br)c(C=C2C(=O)NC(=S)NC2=O)c1,12%
NCC1NCCc2ccccc21 (centres undefined),2%
Cc1ccc(C2(C)CC(C)(C)N(C(=O)COc3ccc(Cl)cc3Cl)c3ccccc32)cc1 (centres undefined),15%
COc1ccc(N2C(=O)/C(=C/c3cc(Br)c(OC)c(OC)c3)C(=O)NC2=S)cc1,5%
Cc1ccccc1N1C(=O)/C(=C/c2cc(Cl)cc(Cl)c2O)C(=O)NC1=S,6%
Cc1ccc(C(=O)N2CCC(Cc3ccccc3)CC2)o1,0%
CCOC(=O)c1c(NC(=O)c2cc([N+](=O)[O-])ccc2N2CCN(CC)CC2)sc2c1CCCC2,3%
COC(=O)Cn1c(O)c(N=NC(=O)c2cc(C)[nH]n2)c2ccccc21,12%
O=C1CC(N2CCN(C(c3ccccc3)c3ccccc3)CC2)C(=O)N1c1ccc(Br)cc1 (centres undefined),9%
Cc1c(Cc2ccccc2)c(=O)oc2c(C)c(OCC(=O)C(C)(C)C)ccc12,3%
COc1ccc(-c2cc(O)cc(O)c2)cc1,13%
O=C(Cc1ccccc1)NC(=S)Nc1cccc(NC(=O)c2ccc(Cl)cc2Cl)c1,11%
Cc1ccnc(NC(=O)c2cc(-c3ccc(Br)cc3)nc3ccccc23)c1,17%
CCc1nn(-c2ccccc2)c2nc(-c3ccc(Cl)cc3)c3cc(OC)c(OC)cc3c12,10%
COc1ccc(C(=O)NC(C(Cl)(Cl)Cl)S(=O)(=O)c2ccc(C)cc2)cc1OC (centres undefined),9%
CCCC(=NCCc1ccc(OC)c(OC)c1)C1=C(O)CC(C)(C)CC1=O,10%
CCC(=O)Nc1ccc(NC(=O)c2cc(OC)c(OC)c(OC)c2)cc1,8%

# High-throughput results: PubChem, MTDP
